Screening data as filed in PubChem.
Casp1 inh = qHTS Assay for Allosteric/Competitive Inhibitors of Caspase-1; P29466; Caspase-1 enzyme, Ac-WEHD-AFC fluorogenic rate; Potency, µM (highest dose often 57.5 µM), for inactives: top-dose activity change, negative = inhibition, most hits filed as inhibitors; 75,000 tested, 0.03% active;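 also: potency is read from the fitted curve at half-maximal effect; plate controls were vehicle for no effect and no substrate for full effect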
BRCT PPI red = qHTS Assay for Inhibitors of BRCT-Phosphoprotein Interaction (Red Fluorophore) | Potency, µM (top dose mostly 76.9 µM), without a hit: at the top dose activity change, negative = inhibition, actives largely listed as inhibitors | 75,000 tested, 0.03% active | BRCT-phosphopeptide binding, red fluorescence polarization | Breast cancer type 1 susceptibility protein (Homo sapiens), P38398 | AID 892, 2007; also: % is scaled to controls: 0 for no effect and ±100 for the full control effect
Target sequence (P38398 whole entry, looked up): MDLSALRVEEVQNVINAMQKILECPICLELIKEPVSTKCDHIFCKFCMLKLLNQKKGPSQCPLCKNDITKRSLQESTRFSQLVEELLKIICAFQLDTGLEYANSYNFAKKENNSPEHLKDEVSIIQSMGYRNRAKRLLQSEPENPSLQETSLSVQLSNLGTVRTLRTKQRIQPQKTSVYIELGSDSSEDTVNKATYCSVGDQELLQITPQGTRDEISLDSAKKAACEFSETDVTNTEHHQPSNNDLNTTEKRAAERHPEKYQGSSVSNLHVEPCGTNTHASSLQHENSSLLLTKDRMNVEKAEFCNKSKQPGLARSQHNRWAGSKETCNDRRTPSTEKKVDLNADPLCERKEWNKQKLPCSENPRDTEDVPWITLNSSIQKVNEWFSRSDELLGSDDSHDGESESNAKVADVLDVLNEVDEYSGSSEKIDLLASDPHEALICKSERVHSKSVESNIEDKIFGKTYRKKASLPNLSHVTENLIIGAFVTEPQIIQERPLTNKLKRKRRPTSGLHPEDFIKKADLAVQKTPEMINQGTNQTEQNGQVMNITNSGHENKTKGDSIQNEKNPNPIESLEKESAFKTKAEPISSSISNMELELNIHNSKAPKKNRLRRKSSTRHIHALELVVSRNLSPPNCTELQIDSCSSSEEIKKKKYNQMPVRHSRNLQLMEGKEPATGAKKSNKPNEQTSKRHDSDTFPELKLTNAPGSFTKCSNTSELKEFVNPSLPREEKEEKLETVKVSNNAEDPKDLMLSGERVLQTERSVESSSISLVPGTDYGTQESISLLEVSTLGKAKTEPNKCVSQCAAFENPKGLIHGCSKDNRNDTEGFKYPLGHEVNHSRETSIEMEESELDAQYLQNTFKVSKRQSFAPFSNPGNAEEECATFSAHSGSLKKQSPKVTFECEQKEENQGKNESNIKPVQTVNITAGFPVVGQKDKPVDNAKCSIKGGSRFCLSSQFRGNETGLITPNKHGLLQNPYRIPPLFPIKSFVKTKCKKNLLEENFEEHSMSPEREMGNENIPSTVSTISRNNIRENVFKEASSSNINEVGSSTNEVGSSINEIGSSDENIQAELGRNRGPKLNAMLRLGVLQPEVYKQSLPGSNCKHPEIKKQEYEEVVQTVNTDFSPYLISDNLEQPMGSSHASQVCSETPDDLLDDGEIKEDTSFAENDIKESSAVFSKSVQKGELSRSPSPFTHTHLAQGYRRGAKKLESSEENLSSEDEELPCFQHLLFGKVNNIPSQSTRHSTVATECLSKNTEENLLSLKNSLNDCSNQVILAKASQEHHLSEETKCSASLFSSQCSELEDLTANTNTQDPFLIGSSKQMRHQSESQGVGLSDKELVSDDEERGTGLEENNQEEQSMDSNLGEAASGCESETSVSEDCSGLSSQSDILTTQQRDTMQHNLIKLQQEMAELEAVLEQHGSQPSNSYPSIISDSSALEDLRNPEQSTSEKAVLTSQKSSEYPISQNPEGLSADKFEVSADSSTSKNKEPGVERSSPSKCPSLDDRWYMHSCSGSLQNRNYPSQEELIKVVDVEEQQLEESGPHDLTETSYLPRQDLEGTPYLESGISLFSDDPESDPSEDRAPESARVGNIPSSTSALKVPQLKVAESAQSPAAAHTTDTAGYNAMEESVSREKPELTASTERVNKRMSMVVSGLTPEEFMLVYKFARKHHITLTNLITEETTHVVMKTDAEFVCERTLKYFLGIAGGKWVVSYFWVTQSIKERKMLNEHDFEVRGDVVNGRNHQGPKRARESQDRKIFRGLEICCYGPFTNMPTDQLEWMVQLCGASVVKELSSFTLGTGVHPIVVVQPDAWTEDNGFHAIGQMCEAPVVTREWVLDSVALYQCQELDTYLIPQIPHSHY
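Fluorescence polarization: 100 nM His-tagged BRCA1 BRCT with 100 nM TAMRA-labelled phospho-BACH1 decapeptide, phosphate buffer pH 7.3 with 150 mM NaCl, DTT, 0.01% Tween 20; 12 min RT. Binding inhibition seen as FP decrease.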
USP2a inhib = qHTS Assay for Inhibitors of Ubiquitin-specific Protease USP2a | Ubiquitin carboxyl-terminal hydrolase 2 (Homo sapiens), O75604 | USP2a enzymatic assay, qHTS inhibition | Potency, µM (doses to about 38.3 µM), inactives show at the top dose activity change, negative = inhibition, actives largely listed as inhibitors | 60,000 tested, 0.1% active;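 also: potency is read from the fitted curve at half-maximal effect; nearly all actives have a fitted effect of over 60% in size; plate controls were DMSO for no effect and NEM full inhibition control for full effect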
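20 nM USP2 core + cpd, 30 min RT; add 20 nM Ub-PLA2/20 uM NBD C6-HPC; read Ex460/Em535 at 0 h and 2.5 h. Normalized to NEM; qHTS curve fit/classification.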
ERK AVP block = qHTS Assay for Inhibitors of the ERK Signaling Pathway using a Homogeneous Screening Assay | 72,000 tested, 0.99% active | Potency, µM (series often up to 57.5 µM), inactives show top-dose activity, negative = inhibition, actives largely listed as inhibitors | HEK293-V1b, vasopressin-stimulated pERK AlphaScreen; also: potency is read from the fitted curve at half-maximal effect; % is scaled to controls: 0 for no effect and ±100 for the full control effect; nearly all actives have a fitted effect of over 55% in size
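HEK293 cells stably expressing V1b receptor, seeded overnight in 1% FBS, were treated with compounds for 30 min at 37C, then stimulated 5 min with 25 nM vasopressin; phospho-ERK read by AlphaScreen SureFire after lysis.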
CRE Fsk mod = Cell signaling CRE-BLA (Fsk stim). 71,000 tested, 2.5% active. AID 662, 2007. CHO CRE-bla reporter (cAMP response element driving beta-lactamase), forskolin EC10, beta-lactamase ratio. Potency, µM (highest dose often 38.2 µM), for the others: at the top dose activity change, negative = inhibition, most hits filed as activators; active = well fitted activation curve with a large enough effect in the signal ratio, with a control signal flat, not every such curve was filed as active; inconclusive = small, poorly fitted or top-dose-only effect, or effect the other way, or a change in a side signal; the % refers to the signal ratio; also: potency is read from the fitted curve at half-maximal effect; % of control where 0% means no effect
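Beta-lactamase reporter under a cAMP responsive element in CHO cells; compounds tested in titration series against EC10 NKH 477, 3 h at 37 °C. Read-out: CCF4 FRET ratio 460nm/530nm (excitation 405nm) giving %Activity, fitted to AC50.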
HEK293 cAMP ctrl = qHTS Assay for Agonists of the Thyroid Stimulating Hormone Receptor: Activators of Intracellular cAMP Concentrations in Parental HEK 293. parental HEK293 CNG cAMP sensor, membrane potential fluorescence. 73,000 tested, 2.5% active. Potency, µM (highest dose often 57.1 µM), for the others: at the highest dose activation, usual class: activators; also: potency is read from the fitted curve at half-maximal effect; % of control where 0% means no effect; nearly all actives have a fitted effect of over 55% in size
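Parental HEK 293 cells stably expressing a modified CNG channel (no TSHR) report cAMP rise as membrane depolarization. Membrane potential dye with 100 uM RO 20-1724 was loaded for 60 min at room temperature, then compound added for 30 min; fluorescence read at 590 nm.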
Caspase-7 inhib = qHTS Assay for Allosteric/Competitive Inhibitors of Caspase-7; Potency, µM (series often up to 57.5 µM), for the others: top-dose activity change, negative = inhibition, most hits filed as inhibitors; P55210; 75,000 tested, 0.02% active; recombinant caspase-7, Ac-DEVD-AFC fluorescence rate; active = well fitted inhibition curve with a large enough effect in the main read-out, with a control signal flat, not every such curve was filed as active; inconclusive = small, poorly fitted or top-dose-only effect, or a change in a side signal; also: potency is read from the fitted curve at half-maximal effect; % of control where 0% means no effect
Luciferase inh = qHTS Assay for Inhibitors of Firefly Luciferase | Luciferin 4-monooxygenase (Photinus pyralis), P08659 | purified firefly luciferase, luminescence, 8 min | Potency, µM (highest dose often 57.1 µM), for inactives: at the highest dose activity change, negative = inhibition, most hits filed as inhibitors | 72,000 tested, 2.2% active; also: potency is read from the fitted curve at half-maximal effect; % is scaled to controls: 0 for no effect and ±100 for the full control effect; nearly all actives have a fitted effect of over 40% in size
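Compounds were tested as concentration series (qHTS) against purified P. pyralis luciferase with luciferin and 10 uM ATP in 50 mM imidazole pH 7.2, 50 mM KCl, 7 mM MgCl2, 0.01% Tween 20, 0.05% BSA. Luminescence was read after 8 min at ambient temperature.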
BRCT PPI green = qHTS Assay for Inhibitors of BRCT-Phosphoprotein Interaction (Green Fluorophore); BRCA1 BRCT-phosphopeptide binding, green fluorescence polarization; Potency, µM (series often up to 76.9 µM), without a hit: at the top dose activity change, negative = inhibition, hits mostly inhibitors; 75,000 tested, 0.05% active; AID 875, 2007;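 also: potency is read from the fitted curve at half-maximal effect; plate controls were peptide without protein for full effect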
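Compounds were incubated for 12 min at room temperature with a complex of 100 nM fluorescein-tagged pBACH1 decapeptide and 250 nM His-tagged BRCT protein. Buffer was phosphate pH 7.3 with EDTA, DTT and Tween 20. Disruption of binding lowers the polarization signal.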
Tau fil binding = qHTS Assay for Tau Filament Binding; Potency, µM (highest dose often 57.1 µM), inactives show at the top dose activity change, negative = inhibition; 71,000 tested, 2% active; recombinant tau filaments, thioflavin S fluorescence, 15 h; filaments grown with octadecylsulfate alongside compound; Microtubule-associated protein tau (Homo sapiens), P10636;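 also: potency is read from the fitted curve at half-maximal effect; % is scaled to controls: 0 for no effect and ±100 for the full control effect; actives lower thioflavin S fluorescence by blocking filaments or displacing dye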
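Thioflavine S fluorescence (ex 450, em 510 nm) reports filaments formed from 1 uM human tau plus 30 uM ODS over 15 h at 37 C (10 mM HEPES pH 7.4, 100 mM NaCl, 5 mM DTT); compounds displacing dye or blocking filaments lower signal.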
A350 autofl = qHTS Assay for Spectroscopic Profiling in A350 Spectral Region. AID 590, 2007. Compound autofluorescence, 340/450 nm, Alexa 350 dye-equivalents; hits give high values. 59,000 tested, 11% active. max dye-equivalent concentration, M; in the data active = max dye-equivalent concentration above about 10 nM; inconclusive = mostly about 1.1 nM to 9.6 nM
Starred values were filed as active, the others as inactive; i = inactive; ? = inconclusive; · = not tested or not shown; & = joins results of further samples; [ ] = another dose, or the depositor's remark. Unless noted, calls follow the shape of the dose curve; as a rule, active = well fitted curve in the direction sought with a large enough effect; inconclusive = small, poorly fitted or top-dose-only effect, or another doubt; inactive = no such curve, though single readings can be large; an effect the other way counts as inactive or inconclusive.

SMILES	Casp1 inh	BRCT PPI red	USP2a inhib	ERK AVP block	CRE Fsk mod	HEK293 cAMP ctrl	Caspase-7 inhib	Luciferase inh	BRCT PPI green	Tau fil binding	A350 autofl
Cc1ccc(NC2=CC(=O)CC(C)(C)C2)cc1C	-3%	0.8%	8%	-2%	-2%	?	0%	-2%	-1.6%	0%	·
COc1ccc(N2C(=O)CC(N3CCOCC3)C2=O)cc1 (stereo unspecified)	3%	1.4%	·	-1%	0%	-1%	-1%	2%	0.4%	-4%	·
COc1ccc(Cn2c(C)nc3oc4cc(OC)ccc4c(=O)c3c2=O)cc1	1%	-2.9%	25%	10%	20%	1%	-3%	3%	5.0%	?	i
c1csc(-c2nc(-c3ccncc3)no2)c1	-1%	-1.1%	0%	-21%	4%	0%	0%	?	-2.3%	-2%	·
O=C(CSc1nc2[nH]ncc2c(=O)n1-c1ccccc1)c1ccc2c(c1)OCCO2	-2%	0.5%	42%[activator]	?	17%	11%	-1%	-2%	3.1%	50%	i
Cc1cccc(OCc2nnc(SCC(=O)OC3CCCCC3)o2)c1	-1%	-2.8%	-1%	25%	0%	-6%	-2%	1%	-3.2%	-3%	i
O=C(Nc1ccc(Oc2ccc(NC(=O)C3CCCO3)cc2)cc1)C1CCCO1 (stereo unspecified)	-3%	-0.4%	16%[7.66 µM]	-18%	?	-1%[11.4 µM]	0%	-2%	-0.2%	-16%[11.4 µM]	·
Cc1nc(N2CCC(C(N)=O)CC2)c2nnn(Cc3ccccc3)c2n1	-1%	1.1%	6%	-24%	5%	-5%	0%	0%	0.3%	-5%	i
O=C(NC1CC1)c1ccc(S(=O)(=O)NC2CCCCCC2)cc1	0%	0.4%	·	-15%	?	5%	3%	6%	1.2%	-5%	i
CC(=O)C(C(C)=O)c1c(Cl)c(O)c(O)c2c(C(=O)c3ccccc3)coc12	-6%	-2.2%	63%[activator][46.1 µM]	?	?	-12%	-9%	?	0.0%	25µM*	i
CCCOC(=O)c1ccc(Oc2c(-c3ccc(O)cc3O)n[nH]c2C)cc1	-4%	1.3%	?	-12%	-11%	6%	-13%	4%	3.7%	20µM*	i
O=C(NC1CCCCC1)NC1(C(=O)N2CCN3CCCC3C2)CCCCC1 (stereo unspecified)	0%	1.0%	0%	-9%	-7%	0%	0%	1%	-2.2%	2%	i
c1cncc(-c2nn[nH]n2)c1	1%	-0.4%	-6%	-13%	?	8%	-1%	1%	-0.3%	-2%	?
COc1cccc(/C(O)=C2/C(=O)C(=O)N(CCN(C)C)C2c2ccccn2)c1 (stereo unspecified)	-5%	-0.7%	-2%	-6%	10%	-5%	-6%	-2%	-0.2%	24%	6.7e-08M*
COCCn1c(=O)[nH]c2cc(C(=O)NC(C)C)ccc2c1=O	3%	0.0%	-5%	12%	-2%	16%	3%	4%	-1.6%	0%	3.2e-08M*
CN1CCN(S(=O)(=O)c2cccc(S(=O)(=O)c3ccc(Cl)cc3)c2)CC1	0%	-0.9%	14%	-13%	0%	5%	-1%	4%	0.9%	-8%	?
Cc1c(C(=O)O)oc2ccc(S(=O)(=O)N3CC(C)CC(C)C3)cc12 (stereo unspecified)	1%	-1.2%	-18%	13%	-8%	-1%	0%	6%	-0.2%	1%	i
Cc1c(C(=O)O)sc2nc3n(c(=O)c12)CCC(C)CC3 (stereo unspecified)	-1%	-1.0%	1%	8%	?	-3%	0%	-1%	-3.7%	2%	i
O=C(CN1CCN(CC(=O)Nc2ccc3c(c2)OCO3)CC1)Nc1ccc(F)cc1	-4%	-1.4%	0%	0%	-7%	?	4%	-2%	-1.6%	2%	?
CCOc1ccccc1N(CC(=O)NCc1ccc(OC)cc1)S(C)(=O)=O	1%	0.6%	4%	-11%	-15%	20%	-2%	1%	-0.3%	-5%	i
CC1=C(C(=O)Nc2ccccc2)C(c2ccccn2)n2nc(CCCO)nc2N1 (stereo unspecified)	-3%	-1.1%	·	-2%	-6%	0%	-1%	1%	-1.0%	-17%	·
O=C(Nc1ccc2oc(-c3ccncc3)nc2c1)c1cccs1	?	11%	-26%	?	?	0%	-25%	-10%	15%	174%	3.7e-08M*
O=C(CCCN1Cc2ccccc2C1)c1ccc(F)cc1	-1%	-0.7%	7%	-8%	-7%	22%	2%	-4%	-1.0%	-14%	?
C[C@]12CC[C@H]3c4ccc(O)cc4CC[C@@H]3[C@H]1CC[C@@H]2OC(=O)CCC1CCCC1	-3%[11.5 µM]	1.1%[15.4 µM]	·	9%[11.5 µM]	2%[7.6 µM]	11%[11.4 µM]	-2%[11.5 µM]	2%[11.4 µM]	-0.8%[15.4 µM]	1%[11.4 µM]	i
CCCC(c1nnnn1Cc1ccco1)N1CCC(C(N)=O)CC1 (stereo unspecified)	-2%	-3.0%	·	1%	-3%	-5%	0%	2%	-0.9%	-9%	i
CC(C)CC(c1nnnn1C1CCCC1)N1CCN(C(=O)c2ccco2)CC1 (stereo unspecified)	1%	-4.7%	26%	-1%	1%	7.9µM*	0%	4%	0.1%	10%	i
COc1ccc(Oc2nc(C)nc3c2oc2ccccc23)cc1	-3%	1.1%	44%[activator]	-28%	?	25µM*	-2%	5%	-0.2%	35%	i
CCc1nc(SCC(=O)NCc2ccco2)c2c3c(sc2n1)CCCC3	1%	-1.3%	-3%	1%	?	5µM*	-3%	-3%	-3.5%	7%	i
CCS(=O)(=O)CCn1c([N+](=O)[O-])cnc1C	2%	-2.6%	-10%	8%	-4%[17.1 µM]	-1%[25.6 µM]	1%	1%&-1%[25.5 µM]	-0.5%[3.08 µM]	4%[25.6 µM]	i
C/C(=N\O)C(=O)OC1CC(C)CCC1C(C)C (stereo unspecified)	0%	-1.6%	-5%	-16%	13%	18%	-2%	-6%	-4.9%	?	·
CN1C(=O)CSc2ccc(NC(=O)N3CCC(N4CCCCC4)CC3)cc21	0%	0.6%	7%	13%	13%	-4%	-6%	1%	-1.7%	-9%	i
O=c1ccnc(S/C=C/c2ccccc2)[nH]1	0%	-0.1%	-8%	2%	?	8%	-2%	-22%	-2.9%	7%	i
O=C1C2CC=CCC2C(=O)N1c1ccc(Cc2ccncc2)cc1 (stereo unspecified)	-17%	1.4%	6%	-13%	-2%	20%	-19%	0%	-1.8%	20%	·
CCOC(=O)c1sc2ncn(CC(=O)NCC3CCCO3)c(=O)c2c1C (stereo unspecified)	3%	-1.4%	-11%	23%	6%	1%	-1%	2%	-3.3%	6%	i
Cc1cc(/C=N/n2cnnc2)c(C)n1-c1ccc(Cl)cc1Cl	-2%	0.5%	17%[7.66 µM]	-4%	?	3.2µM*	-3%	0%	-0.6%	-19%[11.4 µM]	·
O=C(COc1ccc(S(=O)(=O)NC2CCCCC2)cc1Cl)NCC1CCCO1 (stereo unspecified)	0%	0.9%	9%	-13%	-4%	0%	-1%	2%	2.0%	-11%	i
S=c1[nH]nc(Cc2ccccc2)n1-c1ccccc1	3%	0.4%	11%	-10%	?	77%	-2%	-6%	0.3%	9%	i
CC(C)Cn1c(=O)c2ccccc2c2ccccc2c1=O	-1%	1.2%	-23%	29%	8%	20%	0%	1%	-0.7%	-6%	i
Cc1cc(C)c(C#N)c(SCS(=O)c2ccc(C(C)(C)C)cc2)n1 (stereo unspecified)	0%	-0.7%	1%	-13%	?	?	-1%	-1%	1.5%	23%	i
CCn1c(N)c(C(=O)NC)sc1=S	1%	0.2%	8%	-1%	9%	2%	0%	-2%	-0.4%	-6%	i
CC1(C)OC(=O)C(=CNc2ccccc2)C(=O)O1	1%	0.5%	-4%	-11%	26%	6%	0%	-10%	-2.8%	3%	i
COc1ccc(N2C(=O)C3C4C=CC(C4)C3C2=O)c(OC)c1 (stereo unspecified)	0%	0.1%	-2%	-13%	1%	5%	1%	-12%	-1.0%	-10%	i
